Screening results deposited in PubChem BioAssay by National Center for Advancing Translational Sciences (NCATS).
D1 ag: agonists of human D1 dopamine receptor; P21728; HEK293 T-REx D1 cells, calcium flux, agonist mode; activation, % at 2 µM; 360,000 tested, 1% active; AID 504660; note: 0% is about no effect
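Tetracycline-induced HEK293 TREx D1 cells, force-coupled to calcium signalling, were dye-loaded with a no-wash calcium kit. Compound was pin-added after a 10 s baseline. Fluorescence was read kinetically at 1 cycle/s for 180 s, with calcium rises flagged as agonism.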
D2 antag: D2 dopamine receptor (human) antagonism | P14416 | HEK293 TREx D2 cells, calcium flux, dopamine EC80 | 340,000 tested, 2% active | inhibition, % at 10 µM; in the data active = inhibition above about 30%; note: 0% is about no effect
Target sequence (P14416 whole entry, looked up): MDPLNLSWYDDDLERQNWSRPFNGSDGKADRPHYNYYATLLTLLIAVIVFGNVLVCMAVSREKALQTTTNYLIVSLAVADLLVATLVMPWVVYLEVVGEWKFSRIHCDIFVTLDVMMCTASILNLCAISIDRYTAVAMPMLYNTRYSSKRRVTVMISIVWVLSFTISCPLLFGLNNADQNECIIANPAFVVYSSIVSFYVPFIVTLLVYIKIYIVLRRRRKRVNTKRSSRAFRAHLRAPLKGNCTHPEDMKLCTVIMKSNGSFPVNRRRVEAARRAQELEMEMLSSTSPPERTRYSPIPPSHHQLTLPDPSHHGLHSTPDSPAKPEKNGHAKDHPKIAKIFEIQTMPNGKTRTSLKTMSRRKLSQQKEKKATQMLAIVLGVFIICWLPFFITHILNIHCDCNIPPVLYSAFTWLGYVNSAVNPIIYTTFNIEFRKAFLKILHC
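Antagonism is scored as inhibition of an EC80 dopamine-evoked calcium signal in a force-coupled, tetracycline-inducible HEK293 T-REx D2 line, with compound present 180 s before agonist.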
TRHR PAM: allosteric enhancers of human TRH receptor; AID 493056; 360,000 tested, 0.66% active; TRHR cells, fluo-8 calcium fluorescence, EC20 TRH enhancement; enhancement, % at 2 µM; P34981; in the data active = enhancement above about 30%; note: 0% is about no effect
Target sequence (P34981 whole entry, looked up): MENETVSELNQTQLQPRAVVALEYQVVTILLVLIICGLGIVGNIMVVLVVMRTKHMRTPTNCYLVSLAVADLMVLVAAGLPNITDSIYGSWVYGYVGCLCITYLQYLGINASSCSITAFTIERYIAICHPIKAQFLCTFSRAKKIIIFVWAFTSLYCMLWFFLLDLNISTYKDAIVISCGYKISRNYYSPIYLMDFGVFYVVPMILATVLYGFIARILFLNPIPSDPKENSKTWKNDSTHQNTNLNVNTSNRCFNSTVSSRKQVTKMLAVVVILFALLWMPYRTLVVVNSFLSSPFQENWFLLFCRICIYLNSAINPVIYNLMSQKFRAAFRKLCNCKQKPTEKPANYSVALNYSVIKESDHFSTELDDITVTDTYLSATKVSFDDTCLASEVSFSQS
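Enhancer read-out: after compound pinning and an initial kinetic agonist-mode read, an EC20 of TRH (10 nM final) was injected and fluo-8 calcium signal (Ex 480/Em 530) followed at 1 s/cycle for 100 cycles in TRHR-expressing cells.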
TRHR ag: agonists of human TRH receptor | P34981 | TRHR cells, calcium flux fluo-8, FDSS agonist mode | activation, % at 2 µM | 360,000 tested, 0.18% active; note: 0% is about no effect
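In this calcium-flux screen, cells bearing human TRHR are dye-loaded with fluo-8, baselined for 10 cycles, then exposed to library compounds; positive kinetic calcium responses during the agonist phase mark hits, with TRH as control.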
RXFP1 antagonist: RXFP1 (human) relaxin receptor antagonism | Q9HBX9 | HEK293-RXFP1, relaxin-stimulated cAMP HTRF, 30 min; active compounds read low | activity change, negative = inhibition, % at 57.5 µM | 350,000 tested, 0.59% active;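 active = activity change of -60% or lower, but not beyond a set lower limit; inconclusive = change between -60% and -40%, or beyond the set limit; inactive = change above -40%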; note: % is set by controls: 0 for no effect and ±100 for the full control effect
D1 antag: blocks dopamine activation of the human D1 receptor; 360,000 tested, 3.2% active; HEK293 TREx D1 cells, calcium flux, dopamine EC80; active compounds read low; activity change, negative = inhibition, % at 10 µM; P21728; in the data active = activity change below about -30%; note: % is set by controls: 0 for no effect and ±100 for the full control effect
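After overnight tetracycline induction at 30 C, force-coupled D1 HEK293 cells took up a no-wash calcium dye at room temperature. Compounds were added and monitored 180 s, and the response to EC80 dopamine was then recorded.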
D2 potentiator: positive allosteric modulators of human D2 dopamine receptor. P14416. HEK293 T-REx D2, calcium flux, EC20 dopamine potentiation. potentiation, % at 10 µM. 340,000 tested, 0.34% active;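 active = potentiation over 3 SD above the plate norm, cut at about 30% in these data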; note: 0% is about no effect
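Potentiation of an EC20 dopamine calcium response measured kinetically over 180 s, after a preceding 180 s compound-only read flagging agonists. Cells: inducible Hek293 Trex D2 line, 4000/well, cultured overnight at 30 C before dye loading.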
D1 PAM: potentiators of human D1 dopamine receptor; P21728; HEK293 TREx D1 cells, calcium flux, dopamine EC20 potentiation; potentiation, % at 10 µM; 360,000 tested, 0.036% active; AID 504651; in the data active = potentiation above about 30%; note: 0% is about no effect
D2 agonist: D2 dopamine receptor (human) agonism. P14416. HEK293 T-REx D2 cells, calcium flux agonist mode. activation, % at 2 µM. 340,000 tested, 0.53% active. AID 485358;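 active = activation over 3 SD above normal in the single-dose calcium agonist read, cut at about 30% in these data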; note: 0% is about no effect
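Agonism is scored from calcium flux in a force-coupled, inducible HEK293 cell line expressing D2, read kinetically for 180 s after compound addition against dopamine controls.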
* = called active by the depositor; ? = inconclusive; nt = no result given; & = joins results of further samples. Cut-off read from the data, not from the text of the source, unless noted: active = activation above about 30%; inactive = the rest.

1. O=C(C[n+]1cc(-c2ccc(Cl)c(Cl)c2)n2c1CCC2)c1cccs1
2. CCc1c(C)nc2cc(-c3ccc(OC)c(OC)c3)nn2c1N1CCCC1
3. COc1ccc(C(=O)N2CCC(C(=O)c3c(C)cc(C)cc3C)CC2)cc1
4. O=C(Nc1ccnn1C1CCN(Cc2ccccc2)CC1)c1ccccc1Cl
5. Cc1ccc(NC(=S)NC(=O)C2CC2)c(C)c1
6. O=C(Nc1ccc(S(=O)(=O)N2CCOCC2)cc1)c1ccc(Cl)s1

entry no.	1	2	3	4	5	6
D2 potentiator	-23	21	11	-24	12	5
D1 PAM	4	5	0	1	13	-6
D1 antag	5	0	1	-1	9	-14
TRHR ag	0.5	-1.8	-1.0	1.7	0.7	0.3
D2 antag	-11	15	-21	7	8	-7
RXFP1 antagonist	0	6	-16	2	-4	-12
D1 ag	0	2	1	3	4	7
TRHR PAM	0	10	10	-4	13	-7
D2 agonist	-0.5	-0.6	-0.1	-0.9	1.0	-0.2

7. CCC(C)(C)C(=O)Nc1cc([N+](=O)[O-])ccc1Cl
8. COc1cc(/C=N/NC(=O)CN2CCOCC2)ccc1OCc1ccccc1
9. COc1cc(/C=C(/NC(=O)c2ccccc2)C(=O)Nc2cccc(O)c2)c([N+](=O)[O-])cc1OC
10. Oc1ccc(COC2CCCC2)c2cccnc12
11. COC(=O)c1ccc2c(=O)n(CCCCCC(=O)NCc3ccc(Cl)cc3)c(=O)[nH]c2c1
12. CCOC(=O)c1c(C)n(C)c2ccc(O)c(CN3CCC(C)CC3)c12

entry no.	7	8	9	10	11	12
D2 potentiator	6	16	10	nt	nt	nt
D1 PAM	-7	-3	-8	2	-3	-5
D1 antag	-6	-1	-9	-20	-18	3
TRHR ag	-0.4	0.7	-3.1	0.5	-0.7	0.0
D2 antag	-5	2	20	nt	nt	4
RXFP1 antagonist	0	4	0	nt	-26	-4
D1 ag	2	-1	0	2	1	2
TRHR PAM	-3	-5	17	6	-7	-6
D2 agonist	0.0	1.0	-0.4	nt	26	0.9

Five entries from above, bar-delimited.
# | Structure | D2 potentiator | D1 PAM | D1 antag | TRHR ag | D2 antag | RXFP1 antagonist | D1 ag | TRHR PAM | D2 agonist
8 | COc1cc(/C=N/NC(=O)CN2CCOCC2)ccc1OCc1ccccc1 | 16 | -3 | -1 | 0.7 | 2 | 4 | -1 | -5 | 1.0
9 | COc1cc(/C=C(/NC(=O)c2ccccc2)C(=O)Nc2cccc(O)c2)c([N+](=O)[O-])cc1OC | 10 | -8 | -9 | -3.1 | 20 | 0 | 0 | 17 | -0.4
10 | Oc1ccc(COC2CCCC2)c2cccnc12 | nt | 2 | -20 | 0.5 | nt | nt | 2 | 6 | nt
11 | COC(=O)c1ccc2c(=O)n(CCCCCC(=O)NCc3ccc(Cl)cc3)c(=O)[nH]c2c1 | nt | -3 | -18 | -0.7 | nt | -26 | 1 | -7 | 26
12 | CCOC(=O)c1c(C)n(C)c2ccc(O)c(CN3CCC(C)CC3)c12 | nt | -5 | 3 | 0.0 | 4 | -4 | 2 | -6 | 0.9

Continuation.
13. Nc1ccccc1SC1CC(=O)N(c2ccccc2Cl)C1=O (stereo not drawn)
14. CCOc1ccc(CNC(=S)NCc2ccc(OCC)cc2)cc1
15. CCOC(=O)C1CCN(C(=O)C2CCN(S(=O)(=O)c3c(C)noc3C)CC2)CC1
16. COc1ccccc1NC(=O)C1C2C=CC3(CN(Cc4cccnc4)C(=O)C13)O2 (stereo not drawn)
17. COc1ccc(Cl)cc1N1C(=O)C2CCCN2C1c1cccc(F)c1 (stereo not drawn)
18. c1ccc(CN(Cc2ccco2)C(c2ccncc2)c2nnnn2C2CCCC2)cc1 (stereo not drawn)

entry no.	13	14	15	16	17	18
D2 potentiator	-11	-6	-16	11	3	-3
D1 PAM	2	0	3	-1	nt	-1
D1 antag	-8	-22	1	17	-3	0
TRHR ag	0.5	0.5	0.1	2.0	-0.5	0.2
D2 antag	-1	-6	18	1	-7	-26
RXFP1 antagonist	-2	-21	-3	-1	-6	4
D1 ag	1	13	-3	1	0	2
TRHR PAM	-8	6	-2	3	1	3
D2 agonist	-0.5	0.2	0.4	-2.1	-0.9	1.3

19. CC(=O)c1ccc(N2CCN(C(=O)CCn3cnc4onc(-c5ccc(F)cc5)c4c3=O)CC2)cc1
20. Cc1nc(-c2ccc(S(=O)(=O)N3CCN(c4cccc(C(F)(F)F)c4)CC3)cc2)co1
21. COc1ccc(CN(Cc2cccn2C)S(=O)(=O)c2ccc(F)cc2)cc1
22. CCCNC(=O)NC(=O)CSc1ccc2c(c1)OCCO2
23. COc1cccc(CNC(=O)c2ccc(CN3CC(=O)N4CCCCC4C3=O)cc2)c1 (stereo not drawn)
24. Brc1ccc(-n2cnc(-c3ccccc3)c2)cc1

entry no.	19	20	21	22	23	24
D2 potentiator	-5	11	5	12	1	nt
D1 PAM	-3	-2	-4	-1	-2	-8
D1 antag	-4	-1	27	nt	-1	-1
TRHR ag	-0.5	0.3	0.9	-0.9	-0.8	0.9
D2 antag	nt	nt	-5	-8	nt	nt
RXFP1 antagonist	-9	nt	-8	3	0	7
D1 ag	10	1	5	-1	0	2
TRHR PAM	-6	0	-1	3	14	4
D2 agonist	0.2	1.0	-0.6	-0.1	nt	nt

25. c1ccc(-c2noc(CC3CCCCC3)n2)cc1
26. COc1ccc2nc(/N=C(\N)NC(=O)Nc3ccccc3)nc(C)c2c1
27. Cc1cccc(NC(=O)CSCc2cc(=O)n3nc(C4CC4)sc3n2)c1
28. CCCc1cc(-c2n[nH]c(C(=O)OCC)c2-c2cscn2)c(O)cc1O
29. CCN(C(=O)COC(=O)CNC(=O)c1ccc(C)s1)c1ccccc1
30. Cc1ccccc1-n1ncc2c1CC(C)(C)CC2NC(=O)CN1CCCC1=O (stereo not drawn)

entry no.	25	26	27	28	29	30
D2 potentiator	0	17	-5	1	-6	-2
D1 PAM	-5	-8	5	6	-3	1
D1 antag	nt	-7	28	6	10	4
TRHR ag	0.4	0.5	0.7	0.2	-0.3	0.5
D2 antag	-6	8	-2	-19	10	-12
RXFP1 antagonist	-1	nt	9	-3	1	2
D1 ag	1	1	-1	2	2	5
TRHR PAM	-2	-3	-2	0	-3	3
D2 agonist	0.7	0.5	0.3	0.7	3.0	0.0

31. COc1ccccc1/C=N/NC(=O)c1cccc2ccccc12
32. Cc1ccc(CNC(=O)c2cn(C3CCCCC3)c(=O)c3c2c2ccccc2n3C)o1
33. CCN(CC)c1ccc2c(c1)oc(=O)c1c(Cl)cc(=O)oc12
34. COc1ccc2[nH]c(=O)c(CN(CCc3cccc(C)c3)C(C)=O)cc2c1
35. O=C(Nc1ccc(F)cc1F)C1CCN(c2ncccn2)CC1
36. Cc1c(Cl)cccc1NC(=S)NCc1cccs1

entry no.	31	32	33	34	35	36
D2 potentiator	-2	-4	-5	4	17	-5
D1 PAM	-1	0	-5	4	0	-12
D1 antag	-4	-4	-38*	-11	7	-18
TRHR ag	-0.5	-0.6	75*	-0.2	0.8	-0.6
D2 antag	12	-14	51*	9	nt	-36
RXFP1 antagonist	-5	-6	-32	-6	nt	-6
D1 ag	2	1	142*	3	3	12
TRHR PAM	-4	14	-10	6	18	-5
D2 agonist	-0.1	0.3	48*	-0.7	0.4	-2.2

37. O=C(COc1ccc(Cl)cc1Cl)NCCC1=CCCCC1
38. COc1ccc(-n2c(=S)[nH]c3cc(C(=O)NCc4ccco4)ccc3c2=O)cc1OC
39. COCCCn1nnnc1SCC(=O)Nc1nc(C)c(C)s1
40. N#CCc1c(C#N)c(N)nc(N2CCN(S(=O)(=O)c3ccccc3)CC2)c1C#N
41. CCOC(=O)c1cc(-c2ccc(C)cc2)n(CC(=O)Nc2cccc(C(C)=O)c2)c1C
42. Cc1ccccc1OCc1nc2ccccc2n1C

entry no.	37	38	39	40	41	42
D2 potentiator	-24	6&-9	12	4	6	-6
D1 PAM	0	-4&2	-15	-3	-7	3
D1 antag	24	8&-3	0	-1	2	5
TRHR ag	0.5	0.4&1.6	0.5	1.0	1.2	-1.5
D2 antag	-16	7&11	-7	7	nt	-3
RXFP1 antagonist	-7	-6&-14	-4	6	nt	-9
D1 ag	2	4&-2	0	6	8	3
TRHR PAM	8	7&2	2	-4	4	-6
D2 agonist	-0.6	-1.0&0.2	-0.2	1.7	0.9	1.3

43. COc1ccccc1C(=O)NC1(C(F)(F)F)C(=O)NC(C)=C1C#N (stereo not drawn)
44. COc1ccc(NC(=O)c2cccc(OC(F)F)c2)cc1Cl
45. O=C(CN1C(=O)C2CCCCN2c2ccc(C(=O)N3CCCC3)cc21)NCc1ccc(F)cc1 (stereo not drawn)
46. CC(C)(C)c1ccc(C(=O)NNC(=O)c2ccccc2Br)cc1
47. O=C(Cc1ccccc1F)Nc1nc(-c2ccc(F)c(F)c2)cs1
48. COc1ccc(N(C(=O)c2ccco2)S(=O)(=O)c2cccc([N+](=O)[O-])c2)cc1
49. CC(NC(=O)Cc1ccc(NS(=O)(=O)c2cccc(C(F)(F)F)c2)cc1)c1ccccn1 (stereo not drawn)

entry no.	43	44	45	46	47	48	49
D2 potentiator	-13	-6	-10	-5	5	0	-7
D1 PAM	-5	-7	4	-3	-5	-9	-2
D1 antag	5	-10	13	-5	-28	-20	-26
TRHR ag	-0.5	-0.1	-0.6	-0.3	0.4	-0.4	0.7
D2 antag	nt	4	nt	-14	-22	2	-9
RXFP1 antagonist	nt	3	3	-8	?	-7	4
D1 ag	0	8	1	0	4	1	6
TRHR PAM	-1	6	4	0	3	-2	15
D2 agonist	-0.1	-0.2	-0.5	0.0	-1.2	-1.0	0.9

Not a hit list; any-hit rate near 7.3%.
